Bioassay records deposited in PubChem by several laboratories.
HEK293 NOD2/NF-kB = NOD2 signaling inhibitors, cell-based, luminescence, uHTS, HEK293 (AID 1566); actives 0.63% (n = 290,000); HEK293 NOD2/NF-kB luciferase reporter, luminescence; higher % means a stronger effect; inhibition, % at 4 µM; hits with a dose series show EC50 in µM; also: many of its hits are not listed in these tables
Lipid droplet = inhibitors of hepatocyte lipid droplet formation, primary screen, imaging, high-throughput imaging, BODIPY stain; AML12 mouse hepatocytes, oleate lipid droplets; inhibition, % at 6.5 µM; actives 0.4% (n = 240,000);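 active = lipid droplet intensity inhibited by at least 50%, with more than 500 cells counted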
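Assay system: AML12 hepatocytes (mouse); Probe or stimulus: oleic acid at 100 µM to induce lipid droplet formation; Dosing: compound at 6.5 µM only; Schedule: compound with oleate, overnight; Detection: fluorescence imaging, 20x objective, two fields per well; Measure: % inhibition of lipid droplet signal.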
AID2073 = inhibitors of Mint1-CaV2.2 protein interaction, biochemical, HTRF (AID 2073); inhibition, % at 20 µM; hits with a dose series show IC50 in µM; Voltage-dependent N-type calcium channel subunit alpha-1B (Homo sapiens); actives 0.19% (n = 290,000); HTRF protein-protein interaction, Mint1-CaV2.2; higher % means a stronger effect; in the data active = inhibition mostly above about 51%, no sharp cut-off; also: some results filed as inactive read as strong as hits
Siah-1 displacement = Siah-1 peptide-binding antagonists, primary screen, biochemical, fluorescence polarization, rhodamine-plectin, uHTS (AID 1817); E3 ubiquitin-protein ligase SIAH1 (Homo sapiens); Siah-1 / rhodamine-plectin peptide fluorescence polarization; higher % means a stronger effect; one-dose displacement, % at 20 µM; IC50 in µM for titrated hits; actives 0.02% (n = 290,000);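 active = displacement of at least 50% at 20 µM, with a fluorescence ratio check between 0.3 and a set limit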;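 also: plate controls were Siah plus tracer with DMSO for no effect and tracer alone without Siah for full effect; strong numbers were not always called active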
LYP phosphatase = inhibitors of LYP phosphatase, biochemical, fluorescence intensity, uHTS (AID 1779); inhibition, % at 11.5 µM; hits with a dose series show IC50 in µM; actives 0.054% (n = 290,000); recombinant LYP phosphatase, fluorescence intensity; higher % means a stronger effect;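 also: plate controls were vehicle with enzyme for no effect and no enzyme for full effect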
Myeloid diff MLP = induction of myeloid progenitor differentiation, primary screen, cell-based, flow cytometry, MLPCN library; actives 1% (n = 360,000); ER-HoxA9 myeloid progenitors, lysozyme-GFP differentiation; calls only at 10 µM; AID 624256, 2012;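 active = normalized GFP-positive differentiation at or above the plate's own cutoff, the solvent-only control mean plus 3 SD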;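 also: cells exposed to compound for four days before flow analysis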
XIAP antagonists = XIAP antagonists, biochemical, IAP family, fluorescence polarization (AID 1018); E3 ubiquitin-protein ligase XIAP (Homo sapiens); XIAP BIR domain, fluorescence polarization peptide displacement; higher % means a stronger effect; displacement, % at 20 µM, or IC50 in µM where a hit was titrated; actives 0.007% (n = 200,000); in the data active = displacement above about 50%; also: a part of the inactive calls stands beside numbers as strong as those of hits
NS5 inhibitors = Dengue-2 NS5 methyltransferase inhibitors, primary screen, biochemical, confirmation dose response (AID 588689). Dengue-2 NS5 methyltransferase capping enzyme assay, biochemical; higher % means a stronger effect. actives 0.3% (n = 340,000). inhibition, % at 25 µM; hits with a dose series show IC50 in µM. Genome polyprotein (Dengue virus type 2 (strain 16681-PDK53)); in the data active = a potency from the dose series
HIV peptide binding = inhibitors of HIV fusion peptide binding, primary screen, biochemical, uHTS, fluorescence dequenching (AID 1986). one-dose inhibition, % at 20 µM; IC50 in µM for titrated hits. actives 0.3% (n = 290,000). cell-free peptide binding, fluorescence dequenching, 30 min; higher % means a stronger effect; in the data active = inhibition mostly above about 52%, no sharp cut-off; inactive = mostly below about 76%; also: some results filed as inactive read as strong as hits
Lipid droplet cells 6.5 µM = recorded beside Lipid droplet, whose call it bears; cell count; measured here: cell count, cytotoxicity flag;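 cells counted across two imaged fields per well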
NS5 inhibitors pilot replicate = also measured in NS5 inhibitors; calls as there; inhibition, %; measured here: pilot screen replicate inhibition
Myeloid diff MLP GFP+ MAC1+ % = recorded beside Myeloid diff MLP, whose call it bears; GFP+ MAC1+ double positive, %; measured here: differentiation confirmed by MAC1 staining
Starred values were filed as active, the others as inactive; i = inactive; . = not tested or not shown. Rule as the data show it, unless noted: active = inhibition above about 50%; inactive = the rest. The list is partial; rates above refer to the full screens.

SMILES | HEK293 NOD2/NF-kB | Lipid droplet | Lipid droplet cells 6.5 µM | AID2073 | Siah-1 displacement | LYP phosphatase | Myeloid diff MLP | Myeloid diff MLP GFP+ MAC1+ % | XIAP antagonists | NS5 inhibitors | HIV peptide binding | others
Nc1ccc(Cl)c(S(=O)(=O)Nc2cccc(Cl)c2)c1 | -6% | 10 | 647 | -1% | -4% | -3% | i | 0.6 | -8.7% | -12% | -0.5%
CC1(c2ccccc2)NC(=O)N(CC(=O)Nc2cccc(C#N)c2)C1=O (configuration not stated) | 3% | . | . | 13% | -4% | -4% | i | 0.7 | -6.6% | -9% | -2.5%
COc1ccc(-c2nc(N3CCC(C)CC3)[nH]c(=O)c2C#N)cc1 | -20% | -4 | 723 | 9% | 1% | 1% | i | 7.6 | -5.8% | -3% | 16%
CC(=O)c1ccc2c(c1)OCCOCCOCCOCCO2 | 17% | -2 | 698 | 4% | 4% | -10% | i | 1.1 | . | 3% | -1.5%
CCOc1ccc(N(CC(=O)NC2CCCCC2)S(=O)(=O)c2ccccc2)cc1 | -4% | -8 | 843 | 4% | 1% | 0% | . | . | . | -2% | -0.3%
Nc1nnnn1/N=C\c1ccc(Cl)c([N+](=O)[O-])c1 | -9% | . | . | 55% | 0% | 2% | i | 0.7 | -3.3% | -1% | 1.1%
O=S(=O)(c1ccccc1)N1CCN(C(=S)Nc2ccccc2)CC1 | 25% | -7 | 736 | -18% | 7% | -8% | i | 1.2 | . | 5% | -2.3%
O=C(CSCc1ccc([N+](=O)[O-])cc1)Nc1ccc(S(=O)(=O)N2CCCCCC2)cc1 | -24% | 1 | 721 | 25% | 0% | -3% | i | 0.1 | 2.1% | -3% | 1.7%
Cn1nnnc1SCC(=O)Nc1ccccc1Br | 3% | 0 | 867 | 10% | 0% | -6% | i | 1.6 | . | 3% | 1.1%
CN(Cc1ccccc1)CC(O)COc1ccc(CNCCOc2cccnc2)cc1 (configuration not stated) | 7% | -2 | 642 | 7% | 3% | -8% | i | 0.4 | -6.0% | -4% | -0.5%
Cc1cccc(NC(=S)NC2CC3CCCC(C2)N3Cc2ccccc2)c1C (configuration not stated) | -13% | -18 | 622 | -17% | 1% | -6% | i | 0.4 | -19% | -9% | 0.3%
O=C(O)CCCN(Cc1cccc(Br)c1)S(=O)(=O)c1ccc(Br)cc1 | 6% | -11 | 678 | 6% | 2% | 2% | i | 0.6 | -7.5% | 2% | 27%
CCCCNC(=O)c1onc(CSc2ccc(C(C)C)cc2)c1C(=O)O | -8% | . | . | 6% | 1% | -5% | i | 1.3 | -6.8% | 11% | -0.6%
CC(C)(C)c1ccc(C(=S)N2CCN(c3ccccc3)CC2)cc1 | 16% | 4 | 688 | -48% | 5% | 1% | i | 0.7 | . | -11% | -0.3%
CCOc1ccccc1-c1nnc(SCC(=O)NC2CC3CCC2C3)n1CC (configuration not stated) | 7% | 0 | 702 | -1% | 1% | 1% | i | 1.0 | -0.5% | -5% | 1.3%
COc1ccccc1C1C(C#N)=C(N)N(N(C)C)C2=C1C(=O)CC(C)(C)C2 (configuration not stated) | 5% | -3 | 860 | 18% | -2% | -8% | i | 0.5 | . | 4% | 1.0%
CCOC(=O)C1=C(CS(=O)(=O)c2ccc(C)cc2)NC(=O)NC1c1cc(OC)c(OC)c(OC)c1 (configuration not stated) | 5% | -4 | 819 | 2% | 2% | -2% | i | 1.6 | . | 1% | 0.5%
Cc1cccc(N(C)C(=S)Oc2ccc3ccccc3c2)c1 | -9% | -33 | 686 | -1% | 1% | -2% | i | 14 | -4.7% | -4% | -0.1%
CC(Sc1ccsc1[N+](=O)[O-])C(=O)NCCc1ccc(Cl)cc1 (configuration not stated) | -15% | 1 | 758 | -5% | 0% | -5% | i | 1.4 | -4.2% | -10% | 0.1%
Cc1nnc(-c2ccc(Oc3ccc(Br)cc3)c([N+](=O)[O-])c2)o1 | 7% | 4 | 595 | -1% | 1% | -4% | i | 0.3 | -3.4% | -7% | -2.4%
O=C(NCC1CCCO1)C1c2ccccc2C(=O)N1C1CCCCCCC1 (configuration not stated) | 12% | . | . | 5% | 3% | -4% | i | 1.1 | -0.8% | 3% | 0.2%
COc1nc(N(C)C)nc(N(C)c2cc(Cl)cc(Cl)c2)n1 | 0% | -5 | 768 | -6% | 8% | -10% | i | 0.7 | . | -1% | -0.4% | NS5 inhibitors pilot replicate=-0.6
O=C(Cn1nc(C(F)F)cc1C(F)F)NNC(=S)Nc1ccc(F)cc1 | 1% | 13 | 871 | 3% | 6% | -4% | i | 5.9 | -4.2% | -11% | -1.6%
O=c1cc(C(F)(F)F)c2sc(N3CCCCC3)nc2[nH]1 | 13% | . | . | 15% | -3% | -13% | i | 0.5 | -7.4% | 14% | -1.8%
Cc1ccc(C2(O)CN(c3ccccc3C)C3=[N+]2CCS3)cc1 (configuration not stated) | 2% | -78 | 564 | -11% | 2% | -12% | i | 0.3 | -6.4% | -1% | 1.2%

Four entries from above, sorted by molecular weight, highest first.
SMILES | HEK293 NOD2/NF-kB | Lipid droplet | Lipid droplet cells 6.5 µM | AID2073 | Siah-1 displacement | LYP phosphatase | Myeloid diff MLP | Myeloid diff MLP GFP+ MAC1+ % | XIAP antagonists | NS5 inhibitors | HIV peptide binding | others
CN(Cc1ccccc1)CC(O)COc1ccc(CNCCOc2cccnc2)cc1 (configuration not stated) | 7% | -2 | 642 | 7% | 3% | -8% | i | 0.4 | -6.0% | -4% | -0.5%
CCOc1ccc(N(CC(=O)NC2CCCCC2)S(=O)(=O)c2ccccc2)cc1 | -4% | -8 | 843 | 4% | 1% | 0% | . | . | . | -2% | -0.3%
COc1nc(N(C)C)nc(N(C)c2cc(Cl)cc(Cl)c2)n1 | 0% | -5 | 768 | -6% | 8% | -10% | i | 0.7 | . | -1% | -0.4% | NS5 inhibitors pilot replicate=-0.6
Cc1ccc(C2(O)CN(c3ccccc3C)C3=[N+]2CCS3)cc1 (configuration not stated) | 2% | -78 | 564 | -11% | 2% | -12% | i | 0.3 | -6.4% | -1% | 1.2%

(continued)
SMILES | HEK293 NOD2/NF-kB | Lipid droplet | Lipid droplet cells 6.5 µM | AID2073 | Siah-1 displacement | LYP phosphatase | Myeloid diff MLP | Myeloid diff MLP GFP+ MAC1+ % | XIAP antagonists | NS5 inhibitors | HIV peptide binding | others
CCC1CCCCN1C(=O)c1cc(-c2ccc(Cl)c(Cl)c2)on1 (configuration not stated) | -48% | -52 | 685 | -4% | 8% | -1% | i | 0.3 | -7.4% | -6% | 0.6%
COc1ccccc1NC(=O)CCCc1c[nH]c2ccccc12 | 16% | -19 | 740 | -4% | 4% | -3% | i | 0.2 | -2.2% | 1% | 1.9%
O=C(CN1CCN(c2ccccc2F)CC1)c1c[nH]c2ccc(F)cc12 | -7% | 11 | 708 | 0% | 0% | -2% | i | 2.0 | -3.9% | -11% | 4.0%
O=C1CC(NNc2ccccc2)C(=O)N1c1ccccc1 (configuration not stated) | 1% | -29 | 657 | -6% | -3% | -10% | i | 0.3 | 1.7% | 0% | 16%
COc1cc(OC)cc(C(=O)NNC(=O)c2ccc(S(=O)(=O)N(C)c3ccccc3OC)cc2)c1 | -34% | 6 | 714 | -3% | -5% | -1% | i | 0.5 | . | -3% | -0.8%
CN(Cc1cc([N+](=O)[O-])ccc1Cl)C(=O)C[n+]1ccccc1 | -3% | -17 | 835 | 11% | -3% | -3% | i | 0.4 | . | -2% | -0.5%
CCCCN(C)C(=O)CCC(=O)Nc1ccc2nc(N3CCOCC3)cc(C)c2c1 | -16% | . | . | 33% | 3% | 4% | i | 1.0 | -5.7% | 0% | 3.5%
Cc1[nH]n(-c2ccc(Cl)cc2)c(=O)c1C=NC12CN3CN(CN(C3)C1)C2 | 7% | -18 | 572 | 5% | 3% | -6% | i | 0.9 | -7.8% | -11% | 1.8%
O=C(NCCN1CCOCC1)c1ccccc1[N+](=O)[O-] | 8% | . | . | -1% | -2% | -8% | i | 0.6 | -3.3% | -6% | -2.3%
CCCCn1c(-c2sccc2C)n[nH]c1=S | 10% | -8 | 721 | 11% | 2% | -9% | i | 0.3 | -2.6% | -7% | -0.3%
O=C(O)CCC(=O)Nc1ccccc1C(=O)N1CCN(c2ccc(Cl)cc2)CC1 | -3% | -10 | 524 | -4% | -8% | -6% | i | 0.3 | -1.1% | -7% | 0.7%
Cn1c(CCN2CCN(c3ccccc3)CC2)nc2cc(NC(=O)c3ccco3)ccc21 | -17% | . | . | 0% | 2% | -8% | i | 0.2 | -5.2% | 1% | 12%
NS(=O)(=O)c1ccc(NCCCn2ccnc2)c([N+](=O)[O-])c1 | -6% | 0 | 754 | 7% | -2% | -4% | i | 0.7 | . | -1% | 0.3%
C/C(CC(=O)Nc1cccc(Cl)c1Cl)=N\NC(=O)c1ccccc1Br | 4% | 20 | 700 | 7% | 1% | -5% | i | 1.3 | -3.1% | 4% | -0.2%
Oc1c(N=NC(=S)Nc2ccccc2F)c2ccccc2n1Cc1ccc(Cl)cc1 | 14% | 41 | 756 | 20% | 0% | 3% | i | 0.3 | -5.3% | -5% | 0.5%
O=C1c2cccnc2C(=O)N1Cc1ccc2c(c1)OCO2 | -11% | . | . | 8% | -1% | -9% | i | 9.0 | -4.3% | -1% | 0.4%
Cc1ccc(OCC(=O)NCc2cccs2)c([N+](=O)[O-])n1 | 18% | -18 | 618 | 2% | 0% | -9% | i | 1.0 | -3.9% | -7% | -0.7%
Cc1cc(=O)oc2cc(OCC(=O)OC(C)C(=O)NC3CCCC3)ccc12 (configuration not stated) | -1% | 8 | 710 | 6% | 3% | 0% | i | 0.4 | -4.5% | -1% | 0.6%
CC1CCCCN1CCNC(=O)c1cc2c(=O)n(C)c3ccccc3c2n1C (configuration not stated) | 0% | . | . | 3% | 5% | 2% | i | 3.1 | 4.5% | -4% | 1.8%
Cc1ccc(S(=O)(=O)NCC(=O)N/N=C/c2ccc(Cl)cc2)cc1 | 18% | -3 | 664 | 4% | -3% | -6% | i | 0.9 | -4.7% | -5% | 0.1%
COc1ccccc1C(=O)NCCN=C1NS(=O)(=O)c2ccccc21 | 6% | 10 | 809 | -6% | 6% | -10% | i | 1.7 | . | -10% | -1.0%
CCOC(=O)C1CCCN(C(=O)c2cc(Nc3ccc(OC)cc3)nc3ccccc23)C1 (configuration not stated) | 3% | -29 | 708 | -2% | 6% | 4% | i | 0.4 | -23% | -1% | -4.5%
COCCn1c(SCC(=O)NCC2CCCO2)nc2c([nH]c3ccccc32)c1=O (configuration not stated) | 1% | -5 | 808 | 0% | -1% | -16% | i | 1.3 | . | 1% | -1.4%
Cc1ccc(C2=NS(=O)(=O)N(C)C(C(=O)N(C)C3CCCCC3)=C2)cc1 | 18% | -22 | 739 | -10% | 1% | -6% | i | 1.9 | . | -9% | -0.8%
CCC(=O)Nc1ccc(NC(=O)CSc2nnc(-c3ccco3)n2CC)cc1 | 7% | 11 | 821 | -7% | 3% | -13% | i | 0.5 | . | 2% | -0.3%
